CHRM4 PAM = positive allosteric modulators of human muscarinic M4 receptor. P08173. hit rate 0.4% among 360,000. CHO-K1 hM4/Gqi5, Fluo-8 calcium fluorescence, ACh EC20; 0% = ACh EC20, 100% = maximal ACh. activation, % at 3 µM;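 active means activation above its plate's cutoff, the mean activation of sample wells plus 3 SD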; further: some results filed as inactive read as strong as hits
Target sequence (P08173 whole entry, looked up): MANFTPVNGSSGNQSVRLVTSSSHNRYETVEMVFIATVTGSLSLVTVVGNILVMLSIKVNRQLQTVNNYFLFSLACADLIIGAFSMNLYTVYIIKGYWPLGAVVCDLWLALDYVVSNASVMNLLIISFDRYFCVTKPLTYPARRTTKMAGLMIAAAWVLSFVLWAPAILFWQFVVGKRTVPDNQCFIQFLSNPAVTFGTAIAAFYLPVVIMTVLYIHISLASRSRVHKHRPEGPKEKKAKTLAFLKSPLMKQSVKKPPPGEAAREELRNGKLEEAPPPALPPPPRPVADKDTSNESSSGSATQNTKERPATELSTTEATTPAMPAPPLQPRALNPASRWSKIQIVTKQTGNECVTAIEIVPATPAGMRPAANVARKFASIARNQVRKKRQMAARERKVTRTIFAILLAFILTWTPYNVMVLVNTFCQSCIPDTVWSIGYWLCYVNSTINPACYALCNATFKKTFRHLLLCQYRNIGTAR
IDE cell activ = IDE (human) activation, cell-based; HEK cells, FAbeta-B cleavage, fluorescence polarization; 0% vehicle, 100% cell-free pure enzyme wells; P14735; hit rate 0.073% among 340,000; activation, % at 5.96 µM;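 active means activation above the mean of all tested compounds plus 3 SD, set per screening campaign, cut at about 17% in these data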
pCIP destab = p/CIP protein destabilization; Q05BA5; F442A p/CIP-EGFP cells, EGFP fluorescence, 16 h; decrease of EGFP signal, % at 10 µM; hit rate 0.01% among 290,000; AID 1984;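 active means EGFP signal decrease of at least 30% at 10 µM or well 3 SD below plate mean, unless failing retest; inactive means the rest, including hits failing retest or dose response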; further: some compounds called inactive have numbers as strong as hits; many of its hits are not listed in these tables
CRFBP-R2 agonist = agonists of human CRF-binding protein/CRF-R2 receptor complex; HEK293 CRF-R2/CRF-BP, calcium dye fluorescence (FLIPR); percent of saturating CRF peptide response; activation, % at 13.2 µM; hit rate 0.46% among 350,000; AID 588473;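 active means activation of at least 50%, plus an integration ratio under a set limit after plate pattern correction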;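 further: plate controls were neutral control wells without compound for no effect and CRF at EC100 for full effect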
PHOSPHO1 block = inhibitors of human PHOSPHO1 phosphatase. recombinant PHOSPHO1, absorbance phosphatase assay. inhibition, % at 13.3 µM. hit rate 1.1% among 290,000; in the data active means inhibition above about 60%
Target sequence (Q8TCT1 whole entry, looked up): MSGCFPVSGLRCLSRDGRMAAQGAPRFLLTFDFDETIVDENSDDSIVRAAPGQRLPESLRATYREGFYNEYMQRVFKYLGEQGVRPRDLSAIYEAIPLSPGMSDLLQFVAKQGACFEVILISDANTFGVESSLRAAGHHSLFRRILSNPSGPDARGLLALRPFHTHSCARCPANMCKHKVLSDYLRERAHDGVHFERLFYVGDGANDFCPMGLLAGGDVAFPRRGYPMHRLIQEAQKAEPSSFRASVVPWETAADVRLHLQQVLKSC
CRFBP-R2 block = antagonists of CRF-binding protein/CRF-R2 receptor complex | hit rate 0.59% among 350,000 | HEK293 CRF-R2/CRF-BP, CRF-induced calcium fluorescence | AID 588475 | inhibition, % at 11.8 µM;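 active means inhibition of the ligand-induced calcium signal above about 50% at the single tested concentration, limit read from the data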
GalR3 antag = antagonists of human GalR3 | HEK293 GalR3-CNG cAMP membrane potential fluorescence; galR3 body fused to GalR1 C-terminus | inhibition, % at 3 µM | hit rate 0.44% among 360,000 | AID 651719;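 active means inhibition above the screen-wide average plus 3 SD, cut at about 13% in these data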;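 further: forskolin and galanin both at EC90 stimulate the cells; cAMP rise reported by CNG channel membrane potential dye signal; 0% = forskolin plus galanin with DMSO and 100% = forskolin alone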
Target sequence (O60755 1-299 limits assumed): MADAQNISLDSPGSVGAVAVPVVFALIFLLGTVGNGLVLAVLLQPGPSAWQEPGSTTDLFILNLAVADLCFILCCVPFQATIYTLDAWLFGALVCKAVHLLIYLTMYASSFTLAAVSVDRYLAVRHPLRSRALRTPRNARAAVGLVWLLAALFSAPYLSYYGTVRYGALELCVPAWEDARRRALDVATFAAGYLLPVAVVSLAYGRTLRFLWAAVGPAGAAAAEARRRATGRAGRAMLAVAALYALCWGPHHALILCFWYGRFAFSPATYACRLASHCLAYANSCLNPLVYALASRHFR
IDE inh = cellular human IDE inhibition | HEK cells, FAbetaB cleavage, fluorescence polarization | inhibition, % at 5.59 µM | hit rate 0.41% among 320,000;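 active means percent inhibition above the average of all tested compounds plus 3 SD, set per screening campaign, cut at about 16% in these data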;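 further: IDE supplied by intact live HEK cells; FP after avidin binding of uncleaved biotin substrate so inhibition keeps polarization high; 0% = DMSO wells and 100% = 60 µM reference IDE inhibitor Ii1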
MEKK3 PB1 HTS = MEKK3-MEK5 PB1 interaction, increase or decrease; hit rate 1.4% among 290,000; binding response (% of control), % at 10 µM; AID 1529; Q99759; bead-based flow cytometry, Alexa488-MEK5 binding to MEKK3; actives lie on both sides; 0 = blocked by unlabeled MEK5, 100 = vehicle;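 active means binding response more than 3 SD above or below the average of its plate-row segment, actives on both sides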;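 further: Alexa488 bead fluorescence after subtracting the streptavidin-only scavenger bead signal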
Active calls of the source: *; . = no result given. Not a hit list (roughly 4.2% active in at least one column).

#	Structure	CHRM4 PAM	IDE cell activ	pCIP destab	CRFBP-R2 agonist	PHOSPHO1 block	CRFBP-R2 block	GalR3 antag	IDE inh	MEKK3 PB1 HTS
1	CC(C)C[C@H]1CN([C@@H](CC(C)C)CN2CCCC2CN2C(=S)NC[C@@H]2Cc2ccc(O)cc2)C(=S)N1CC1CCCCC1 (some centres not stated)	5	5	.	0.9	.	-10	-1	.	.
2	Cc1ccc(NS(=O)(=O)c2cccc(C(=O)NCCCn3ccnc3)c2)cc1	-2	2	.	-1.2	.	-7	-3	6	.
3	CS(=O)(=O)N1CCN(c2ccc(NC(=O)c3ccc(-c4ccc(Cl)cc4)o3)cc2)CC1	9	6	6	1.7	13	-11	-6	-1	100
4	C=CCN(C)NC(=S)Nc1ccccc1	2	2	-1	-1.9	-4	-10	-1	-2	95
5	CN(C(=O)COC(=O)CNC(=O)c1ccc(C(C)(C)C)cc1)c1c(N)n(Cc2ccccc2)c(=O)[nH]c1=O	3	-5	.	-1.2	.	27	-2	4	.
6	O=C(/C=C/c1cccs1)NC(=S)Nc1ccc(C(=O)O)cc1	10	-3	-21	-2.5	15	0	-2	0	102
7	N/C(Cc1cccs1)=N\OC(=O)COc1ccccc1	-8	0	-7	3.3	23	11	8	0	100
8	CC(Sc1nnc(Cc2cccs2)n1C1CCCCC1)C(N)=O (configuration not stated)	12	5	-6	0.7	51	-7	-4	-1	103
9	CCOC(=O)N1CCN(C(=O)CCN2C(=O)COc3ccccc32)CC1	-4	1	3	2.7	14	-62	1	0	101
10	O=C(Nc1cccnc1)c1ccc(Cl)c(S(=O)(=O)N2CCCCC2)c1	-5	1	-4	-0.9	31	2	-1	-2	101
11	O=C(NNC1=NCCCCC1)c1ccccc1	-5	-3	2	0.6	22	19	-1	1	101
12	CN(C)C=NC(=O)c1cccn1-c1ncc(C(F)(F)F)cc1Cl	1	4	9	-1.0	33	6	-4	5	100
13	CCOc1ccc(CN2CCN(Cc3cc4ccccc4[nH]3)CC2CCO)cc1 (configuration not stated)	-11	3	-20	15	52	-18	-6	.	104
14	c1ccc(CSc2nnc(-c3ccccc3)c(-c3ccccc3)n2)cc1	9	-5	.	6.0	.	2	-5	-3	86
15	COc1ccc(CN2CCN(c3ccccn3)CC2)c(OC)c1	1	0	-7	0.4	7	4	-1	6	105
16	O=C(CSc1nc(-c2ccccc2)cs1)NCCCN1CCCC1=O	-3	4	.	-1.4	.	-3	4	-3	.
17	Cc1ccc(C)c(NS(=O)(=O)c2ccc(OCC(=O)NCc3cccnc3)cc2)c1	11	6	-5	1.2	-16	17	-6	4	98
18	Cc1cccc(OCC(=O)Nc2ccc3c(c2)nc(CCN2CCC(C)CC2)n3C)c1	-11	0	-8	0.2	24	-10	-9	-2	106
19	COc1ccc(-c2noc(N(C)CC(=O)Nc3cccc(C(F)(F)F)c3)n2)cc1	-2	4	-5	2.5	22	-6	0	5	99
20	CC(=O)c1cccc(NC(=O)CCc2nnc3ccc(NCc4ccc5c(c4)OCO5)nn23)c1	0	1	-10	0.7	44	5	-1	1	101
21	Cc1cc(C)n(C(C)CC(=O)Nc2ccc3c(c2)OCO3)n1 (configuration not stated)	-3	1	6	0.2	27	-1	-8	2	100
22	CCNC(=S)N1C2CCC1CC(NC(=O)Nc1ccc(C(=O)OCC)cc1)C2 (configuration not stated)	0	0	-2	0.0	-16	-7	-3	-6	121
23	COc1ccccc1NS(=O)(=O)c1ccc(NC(=O)c2[nH]nc(OC)c2[N+](=O)[O-])cc1	7	-1	-24	-0.5	17	7	-1	.	102
24	COc1ccc(/C=N/NC(=O)Cc2ccc(Cl)cc2)cc1OC	5	-2	-3	-0.2	-5	20	1	1	98
25	Cc1onc(-c2ccccc2)c1C(=O)NCc1ccc(F)cc1	-5	4	.	-4.3	.	-5	-3	6	.
26	Cc1ccc(-n2c(-c3cnccn3)n[nH]c2=S)cc1	8	-3	-9	2.7	21	-3	-7	0	103
27	Cc1sc2ncn(CC(=O)N3CCN(c4ccccc4)CC3)c(=O)c2c1S(=O)(=O)N1CCOCC1	-2	4	6	-0.7	14	-4	-8	7	105
28	COc1ccc(NC(=O)N2CCN(c3cccc(C(F)(F)F)c3)CC2)cc1OC	-1	-6	6	-1.6	10	-16	-4	13	103
29	COc1ccc(C(=O)NC(=S)N2CCN(C)CC2)cc1Br	-3	1	-11	1.2	29	14	-2	2	101
30	N#CC1=C2SCC(O)(c3ccccc3)N2C(=O)CC1c1ccccc1F (configuration not stated)	-4	0	4	-0.5	3	-36	-6	3	98
31	O=C(NC12CC3CC(CC(C3)C1)C2)c1ccc(Br)o1	-1	-2	-6	0.6	.	-7	-11	2	101
32	CCC(=O)Nc1ccc(NC(=O)c2ccccn2)cn1	-2	-2	-1	-1.6	4	-4	-4	-7	103
33	CC1CCCN(C(=O)COC(=O)C2CCN(S(=O)(=O)c3ccc(Cl)c(C(F)(F)F)c3)CC2)C1 (configuration not stated)	15	8	.	1.4	.	9	-3	-5	.
34	COc1ccc(CC(=O)NNC(=O)c2cc(C)[nH]n2)cc1	10	3	-13	2.9	21	7	1	2	102
35	CC[C@H]1OC(=O)[C@H](C)[C@@H](O[C@H]2C[C@@](C)(OC)[C@@H](O)[C@H](C)O2)[C@H](C)[C@@H](O[C@@H]2O[C@H](C)C[C@H](N(C)C)[C@H]2O)[C@](C)(O)C[C@@H](C)C(=NOCOCCOC)[C@H](C)[C@@H](O)[C@]1(C)O	-4	4	2	2.4	31	-25	.	2	99
36	Cc1ccc(Cn2ncc3c(NCCCN4CCOCC4)ncnc32)cc1	-6	2	-11	1.3	-34	-12	-4	-2	109
37	Cc1nc2ccc(C(=O)OCc3nnc(-c4ccc(Br)cc4)o3)cc2nc1C	7	3	1	0.5	-26	2	-3	1	97
38	c1cncc(-c2nc(NCc3ccco3)c3ccccc3n2)c1	-5	-1	8	-0.3	14	-7	0	0	98
39	Cc1ccc(C(=O)Nc2ccc(C(=O)/C=C/c3cccs3)cc2)cc1	-5	2	0	-2.4	50	-2	-1	7	99
40	CCN(CC)S(=O)(=O)c1ccc(Cl)c(NC(=O)COC(=O)c2cccn2C)c1	-16	2	-6	-0.5	8	4	65*	3	100
41	CCOC(=O)C1=C(C)NC(=O)NC1c1ccc(N2CCC(c3ccccc3)=N2)cc1 (configuration not stated)	-7	-2	-8	2.7	32	2	-5	5	98
42	CCN1C(=O)CC(C(=O)O)SC1=Nc1ccc(OC)cc1 (configuration not stated)	-1	5	3	0.5	19	-8	-1	5	99
43	O=C(CSC1=NS(=O)(=O)c2cc(Cl)ccc2N1)NCCc1ccccc1	9	3	.	0.1	.	-2	-3	-3	.
44	CC(C)C(NS(=O)(=O)c1ccccc1)C(=O)NC1CCCC1 (configuration not stated)	6	-4	-6	1.0	32	3	1	-1	98
45	COc1ccc(S(=O)(=O)CC2(O)CCN(C(=O)CC(C)C)CC2)cc1	5	1	11	-2.9	4	0	-5	-1	113

Retrieved by compound from the list above (5):
#	Structure	CHRM4 PAM	IDE cell activ	pCIP destab	CRFBP-R2 agonist	PHOSPHO1 block	CRFBP-R2 block	GalR3 antag	IDE inh	MEKK3 PB1 HTS
45	COc1ccc(S(=O)(=O)CC2(O)CCN(C(=O)CC(C)C)CC2)cc1	5	1	11	-2.9	4	0	-5	-1	113
41	CCOC(=O)C1=C(C)NC(=O)NC1c1ccc(N2CCC(c3ccccc3)=N2)cc1 (configuration not stated)	-7	-2	-8	2.7	32	2	-5	5	98
40	CCN(CC)S(=O)(=O)c1ccc(Cl)c(NC(=O)COC(=O)c2cccn2C)c1	-16	2	-6	-0.5	8	4	65*	3	100
32	CCC(=O)Nc1ccc(NC(=O)c2ccccn2)cn1	-2	-2	-1	-1.6	4	-4	-4	-7	103
36	Cc1ccc(Cn2ncc3c(NCCCN4CCOCC4)ncnc32)cc1	-6	2	-11	1.3	-34	-12	-4	-2	109

(more compounds)
#	Structure	CHRM4 PAM	IDE cell activ	pCIP destab	CRFBP-R2 agonist	PHOSPHO1 block	CRFBP-R2 block	GalR3 antag	IDE inh	MEKK3 PB1 HTS
46	COC(=O)C1=C(C)NC2=C(C(=O)CC(C)(C)C2)C1c1cnn(C)c1C (configuration not stated)	-9	-1	5	1.1	0	-22	3	3	99
47	CC1(C)C[C@H]2C3=CCC4[C@@]5(C)CC[C@H](O[C@@H]6O[C@H](C(=O)O)[C@@H](O)[C@H](O)[C@H]6O)[C@@](C)(CO)C5CC[C@@]4(C)[C@]3(C)C[C@H](O)[C@@]2(CO)[C@@H](O)[C@@H]1O (some centres not stated)	12	2	.	-1.4	.	-1	0	2	.
48	CCOCCCN(C(=O)c1snc(C(N)=O)c1N)C(C(=O)NCCC(C)C)c1ccc(Cl)cc1 (configuration not stated)	-4	7	-15	1.6	-13	-7	-8	6	103
49	NC(=O)c1ccc(NC(=O)CCN=C2NS(=O)(=O)c3ccccc32)cc1	-2	0	.	-1.1	.	6	-5	9	.
50	CCOC(=O)N1CCC(NC(=O)c2ccc3c(c2)N(C)C(=O)/C(=C/c2cccc(OC)c2)S3)CC1	-2	-2	-13	2.4	32	9	1	-5	105
51	NC(=O)c1ccccc1NC(=O)c1ccoc1	-1	4	-14	-0.2	38	5	1	-6	101
52	COc1ccc(NCc2nnc(SCC(=O)Nc3cc(C(F)(F)F)ccc3Cl)o2)cc1	-14	5	-3	0.0	-29	-45	-1	-7	101
53	c1ccc(Oc2nc(NCc3ccco3)nc(NCc3ccco3)n2)cc1	24	4	-12	-0.5	10	-10	-1	6	89
54	COc1ccc(C(=O)NCc2ccc3c(c2)OCO3)cc1S(=O)(=O)N1CCCC1	8	5	.	-1.1	.	-5	1	10	.
55	COc1ccc(C2N(c3cc(Cl)ccc3OC)C(=O)C3CCCN32)c(OC)c1 (configuration not stated)	11	0	-9	-1.3	-1	-10	-1	0	96
56	Cc1ccccc1C(C(=O)NC1CCCC1)N(C(=O)Cc1cccs1)c1ccc2c(c1)OCCO2 (configuration not stated)	-9	0	-12	1.4	37	0	0	0	98
57	CN(CC(=O)Nc1ccccc1Br)C(=O)c1ccccc1OCc1ccc(F)cc1	-5	0	.	-0.9	.	8	-6	2	.
58	NC(=O)NOCc1ccccc1	1	6	8	-0.6	57	-4	-6	-5	.
59	CC1(c2nnc(-c3ccccc3)o2)CC(c2ccc(F)cc2)=NO1 (configuration not stated)	2	3	0	0.5	31	0	-6	4	99
60	CN(C)S(=O)(=O)c1ccc(Cl)c(NC(=O)c2ccncc2)c1	4	-2	-1	-0.8	-24	-10	0	-3	100

Single records, from the list above.
CC1(c2nnc(-c3ccccc3)o2)CC(c2ccc(F)cc2)=NO1 (configuration not stated) is listed as CHRM4 PAM: 2; IDE cell activ: 3; pCIP destab: 0; CRFBP-R2 agonist: 0.5; PHOSPHO1 block: 31; CRFBP-R2 block: 0; GalR3 antag: -6; IDE inh: 4; MEKK3 PB1 HTS: 99
COc1ccc(C(=O)NCc2ccc3c(c2)OCO3)cc1S(=O)(=O)N1CCCC1 is listed as CHRM4 PAM: 8; IDE cell activ: 5; pCIP destab: .; CRFBP-R2 agonist: -1.1; PHOSPHO1 block: .; CRFBP-R2 block: -5; GalR3 antag: 1; IDE inh: 10; MEKK3 PB1 HTS: .
Cc1ccccc1C(C(=O)NC1CCCC1)N(C(=O)Cc1cccs1)c1ccc2c(c1)OCCO2 (configuration not stated) is listed as CHRM4 PAM: -9; IDE cell activ: 0; pCIP destab: -12; CRFBP-R2 agonist: 1.4; PHOSPHO1 block: 37; CRFBP-R2 block: 0; GalR3 antag: 0; IDE inh: 0; MEKK3 PB1 HTS: 98

High-throughput results deposited in PubChem by several laboratories.
